From PubChem BioAssay
Sm TGR block = blocks Schistosoma mansoni thioredoxin glutathione reductase. purified TGR, DTNB reduction, TNB absorbance 405 nm. 360,000 tested, 3% active. AID 485364. Potency, µM (highest dose often 114 µM), for the others: at the highest dose activity change, negative = inhibition, most hits filed as inhibitors. Q962Y6; further: potency means the concentration at half of the fitted maximal effect; nearly all actives have a fitted effect of over 60% in size
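Kinetic colorimetric format: TGR-catalysed, NADPH-driven DTNB reduction monitored via TNB absorbance. Enzyme dispensed at 20 nM; compound exposure 15 min at room temperature before reaction start.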
AmpC inh detg = AmpC beta-lactamase inhibition with detergent present; P00811; AmpC hydrolysis of nitrocefin, absorbance 480 nm, 0.01% Triton; Potency, µM (doses to about 114 µM), for the others: at the highest dose activity change, negative = inhibition, actives largely listed as inhibitors; 370,000 tested, 0.041% active;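 further: potency means the concentration at half of the fitted maximal effect; 0% = no-compound wells and -100% = no-enzyme wells; nearly all actives have a fitted effect of over 25% in size; some results filed as inactive show a strong effect at the top dose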
Target sequence (P00811 whole entry, looked up): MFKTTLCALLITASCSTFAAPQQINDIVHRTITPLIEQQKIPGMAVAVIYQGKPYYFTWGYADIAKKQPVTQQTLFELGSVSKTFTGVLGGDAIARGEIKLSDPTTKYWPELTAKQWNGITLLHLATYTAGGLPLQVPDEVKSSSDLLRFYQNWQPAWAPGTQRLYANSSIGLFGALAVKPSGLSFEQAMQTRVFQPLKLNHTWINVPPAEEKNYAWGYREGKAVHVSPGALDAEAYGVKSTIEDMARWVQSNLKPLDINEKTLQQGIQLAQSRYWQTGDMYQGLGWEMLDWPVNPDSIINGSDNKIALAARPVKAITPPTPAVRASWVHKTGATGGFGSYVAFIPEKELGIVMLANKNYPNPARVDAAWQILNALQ
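AmpC (5.3 nM in the dispensed reagent) in 20 mM phosphate pH 7.0 with 0.01% (detergent screen) or 0.0001% Triton X-100 was preincubated with compounds for 15 min at room temperature. Nitrocefin was then added from an 800 uM solution, and hydrolysis was followed at 480 nm.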
AmpC inh no detg = inhibitors of E. coli AmpC beta-lactamase without detergent; Potency, µM (highest dose often 57.1 µM), inactives show at the top dose activity change, negative = inhibition, actives largely listed as inhibitors; 330,000 tested, 0.52% active; AmpC nitrocefin hydrolysis, absorbance 480 nm, 0.0001% Triton; P00811;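 further: potency means the concentration at half of the fitted maximal effect; plate controls were no compound for no effect and no enzyme for full effect; nearly all actives have a fitted effect of over 20% in size; some results filed as inactive show a strong effect at the top dose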
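20 mM phosphate pH 7.0 + 0.01% (detergent screen) or 0.0001% Triton X-100; 5.3 nM AmpC reagent; cpd preinc 15 min RT; nitrocefin (800 uM stock) to start; A480 q20 s × 4 min; Activity was normalised to no-enzyme and no-compound control wells.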
FBPA Giardia inh = Giardia lamblia aldolase inhibition; AID 2451; 290,000 tested, 0.71% active; purified Giardia FBPA; Potency, µM (series often up to 59.6 µM), inactives show top-dose activity, negative = inhibition, hits mostly inhibitors; further: potency means the concentration at half of the fitted maximal effect; nearly all actives have a fitted effect of over 55% in size
Target sequence (A8B2U2 whole entry, looked up): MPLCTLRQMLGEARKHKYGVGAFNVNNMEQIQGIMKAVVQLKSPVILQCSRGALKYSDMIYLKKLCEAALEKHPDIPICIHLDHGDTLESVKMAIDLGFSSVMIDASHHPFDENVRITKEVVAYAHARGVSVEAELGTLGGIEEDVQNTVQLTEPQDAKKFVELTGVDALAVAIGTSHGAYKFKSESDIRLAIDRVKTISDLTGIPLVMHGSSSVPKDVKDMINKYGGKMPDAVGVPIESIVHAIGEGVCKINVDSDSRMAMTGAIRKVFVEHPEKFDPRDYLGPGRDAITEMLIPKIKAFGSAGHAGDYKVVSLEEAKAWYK
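40 nM FBPA preincubated 10 min at RT with compound (up to 57.5 uM final), then substrate plus GAPDH/TPI/NAD/arsenate coupling and diaphorase/resazurin added. Fluorescence read after 20 min at RT, 525/598 nm.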
HCMV inh = blocks human cytomegalovirus replication | activity change, negative = inhibition, % at 57.5 µM | AID 1259415 | HFF cells, HCMV-luciferase reporter, 72 h; active compounds read low | 410,000 tested, 4.5% active; in the data active means activity change below about -60%; inconclusive means no clear call, values can overlap the other calls; inactive means above about -39%
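Inhibition of viral replication was scored as loss of reporter luminescence in HFFs infected with HCMV-luciferase (MOI 1 PFU/cell) for 72 h; compounds tested at 2 doses, normalized to buffer and Salinomycin controls.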
HCV inhibitor = HCV inhibition | Huh7.5.1 HCVcc-Cre infection, luciferase reporter, 44 h | Potency, µM (titrated, usually from 41.8 µM), without a hit: at the top dose activity change, negative = inhibition, hits mostly inhibitors | 340,000 tested, 3.4% active; further: potency means the concentration at half of the fitted maximal effect
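1,000 cells/well; 4 h culture; + compound; + HCVcc-Cre (~0.5 moi); 44 h; luciferase substrate, RT 15 min; read 15 sec.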
Numbers without * were called inactive; ? = inconclusive; nt = no result given; [ ] = dose if it differs, or a comment. Unless noted, the call rests on the fitted dose curve; in most records, active means well fitted curve in the direction sought with a large enough effect; inconclusive means small, poorly fitted or top-dose-only effect, or another doubt; inactive means no such curve, though single readings can be large; an effect the other way counts as inactive or inconclusive. Unless noted, on the % scale 0 is the no-effect control and ±100 the full control effect. Compounds were not picked by outcome. About 9.9% of those tested had a hit in this group.

Values in the order – Sm TGR block	AmpC inh detg	AmpC inh no detg	FBPA Giardia inh	HCMV inh	HCV inhibitor
> COc1ccc(/C=C2\SC(=O)N(CCNC(=O)Cc3coc4cc(C)ccc34)C2=O)cc1OC
→ -16%	-1%	137%[activator]	-6%	-99*	13µM*
> CN1CCC(=O)N([C@H](CSc2ccc(Br)cc2)c2ccccc2)CC1
→ ?	-5%	211%[activator]	6%	58	-22%
> O=S(=O)(c1ccc(Cl)cc1)N1CCCC1c1cccnc1 (stereo not drawn)
→ 28%	4%	-8%	6%	2	15%
> Cc1ccc(S(=O)(=O)N2CCN(C(=O)CN3C(=O)c4ccccc4C3=O)CC2)c(C)c1
→ -5%	2%	-1%	nt	-28	17%
> CCN(CC)c1cc(C)c2ccccc2n1
→ -28%	-13%	-12%	3%	37	-14%
> O=C(c1ccco1)N1CCN(Cc2nnc(-c3ccccc3F)o2)CC1
→ -10%	-11%	-8%	-15%	47	11%
> COc1ccc(CCNc2nc(SCc3ccc(F)cc3)nc3ccccc23)cc1OC
→ 3%	18%	nt	nt	3	nt
> COc1cc(OC)c(NC(=O)n2ncc3cc(Cl)ccc32)cc1Cl
→ 7%	24%	nt	nt	5	nt
> COCCCN1C(=O)c2ccc(C(=O)Nc3ccc(OC)cc3)cc2C1=O
→ 2%	2%	-1%	-1%	20	17%
> Cc1ccc(NC(=O)CN(C)C(=O)c2ccc(OCc3cn4ccccc4n3)cc2)cc1
→ -2%	-6%	8%	nt	?	-10%
> O=C(CSc1nc2c([nH]c3ccccc32)c(=O)n1-c1ccccc1)N1CCCCCC1
→ 5%	1%	nt	nt	?	nt
> Cc1ccc(NC(=O)Cn2cnc3c(cnn3C(C)(C)C)c2=O)cc1
→ -17%	?	-12%	0%	6	5%
> Cc1nn(-c2ccccc2)c(Cl)c1/C=N/NC(=O)OC(C)(C)C
→ -10%	-3%	-5%	9%	4	-19%
> CCCCn1c(N)c(N(CCOC)C(=O)COC(=O)C(C)(C)Oc2ccc(Cl)cc2)c(=O)[nH]c1=O
→ 9%	-10%	202%[activator]	nt	-22	-12%
> CC(=O)Oc1c(Br)cc(N(C(C)=O)S(=O)(=O)c2ccccc2)c2ccccc12
→ 3.5µM*	0%	-8%	28µM*	-27	?
> CN1C(=O)C2(C(C#N)=C(N)N(c3cc(Cl)cc(Cl)c3)C3=C2C(=O)CCC3)c2ccccc21 (stereo not drawn)
→ 4%	-1%	61%[activator]	1%	-13	-5%
> COc1ccccc1CC(=O)Nc1ccc([N+](=O)[O-])cc1OC
→ 3%	-5%	-21%	-9%	?	?
> COc1ccccc1NC(=O)c1cc(N2C(=O)C3C4CCC(C4)C3C2=O)ccc1Cl (stereo not drawn)
→ 7%	-5%	-4%	2%	-11	-13%
> COc1ccccc1C1SCCN1C(=O)c1ccc([N+](=O)[O-])cc1 (stereo not drawn)
→ -7%	?	-45%	3%	11	-15%
> C=CCNC(=S)NNC(=O)C(CCC(C)C)CC(C)O (stereo not drawn)
→ -1%	1%	-12%	-13%	2	-7%
> CC(=O)c1cccc(NC(=O)CC2S/C(=N/N=C/c3cccs3)NC2=O)c1 (stereo not drawn)
→ nt	1%	-42%	1%	-27	10%
> Cc1ccc(NNC(=O)c2ccno2)cc1C
→ 50µM*	1%	-26%	-12%	0	?
> CC(O)CN(CCC(N)=O)CCC(N)=O (stereo not drawn)
→ -12%	1%	-7%	?	39	13%
> CC(C(=O)N(C)C1CCCCC1)N1CCC(C(N)=O)CC1 (stereo not drawn)
→ -5%	0%	-10%	-1%	-3	-6%
> CSc1ncccc1C(=O)OCc1ccc(C#N)cc1
→ -7%	?	-14%	0%	-26	1%
> CCOC(=O)C1(Cc2cccc(OC)c2)CCCN(C(=O)c2cc(C)on2)C1 (stereo not drawn)
→ 3%	2%	33%	nt	67	nt
> COc1cc(CCCN2CCNC[C@H]2Cc2cccc3ccccc23)cc(OC)c1OC
→ nt	nt	31%	nt	4	?
> CN1N=C(C(C)(C)C)CSC1=Nc1ccccc1
→ -12%	-4%	-5%	3%	-15	10%
> Cc1cccc(N2CCCn3c2nc2c3c(=O)[nH]c(=O)n2C)c1
→ -1%	2%	-1%	7%	94	-12%
> CS(=O)(=O)N1CCCC(C(=O)Nc2ccccc2)C1 (stereo not drawn)
→ -1%	-10%	-3%	-1%	27	9%

As a short view, part of the list above:
Values in the order – Sm TGR block	AmpC inh detg	AmpC inh no detg	FBPA Giardia inh	HCMV inh	HCV inhibitor
> COc1ccc(/C=C2\SC(=O)N(CCNC(=O)Cc3coc4cc(C)ccc34)C2=O)cc1OC
→ -16%	-1%	137%[activator]	-6%	-99*	13µM*
> CN1CCC(=O)N([C@H](CSc2ccc(Br)cc2)c2ccccc2)CC1
→ ?	-5%	211%[activator]	6%	58	-22%
> O=S(=O)(c1ccc(Cl)cc1)N1CCCC1c1cccnc1 (stereo not drawn)
→ 28%	4%	-8%	6%	2	15%
> Cc1ccc(S(=O)(=O)N2CCN(C(=O)CN3C(=O)c4ccccc4C3=O)CC2)c(C)c1
→ -5%	2%	-1%	nt	-28	17%
> CCN(CC)c1cc(C)c2ccccc2n1
→ -28%	-13%	-12%	3%	37	-14%

(cont.)
Values in the order – Sm TGR block	AmpC inh detg	AmpC inh no detg	FBPA Giardia inh	HCMV inh	HCV inhibitor
> COc1ccccc1CNC(=O)CSc1nc2nc(C)c(Cc3ccccc3Cl)c(C)n2n1
→ -5%	5%	nt	nt	-3	nt
> Cc1nnc(SCC(=O)NC2CCCC2)s1
→ 4%	5%	-19%	-2%	74	2%
> CCN(CC(=O)Nc1c(F)cccc1F)C(=O)CCc1nc2sc3c(c2c(=O)[nH]1)CCCC3
→ 7%	?	-13%	nt	-16	8%
> O=C(CSc1ncnc2ccccc12)c1ccco1
→ -23%	3%	-21%	-11%	nt	-20%
> Oc1ccc(N2CCN(c3ccnc4cc(Cl)ccc34)CC2)cc1
→ ?	-5%	-31%	-6%	-66*	-25%
> CCCCC1=CC2=CC(=O)C(C)(OC(=O)c3cccs3)C(=O)C2=CO1 (stereo not drawn)
→ nt	nt	nt	-14%	-28	12%
> COCCCNC(=O)c1nc2c(nnn2Cc2cc(C)ccc2C)c(=O)[nH]1
→ 5%	4%	-17%	-1%	-14	20%
> O=C(CNS(=O)(=O)c1ccccc1)N/N=C/c1ccccc1[N+](=O)[O-]
→ 4%	4%	-22%	-1%	-65*	-2%
> CCn1nnnc1NCc1c(OC)ccc2ccccc12
→ 13%	-6%	-2%	1%	43	18%
> Cc1c(C(=O)OC2CCCC2)[nH]c2c1C(=O)CC(c1ccc(C(C)(C)C)cc1)C2 (stereo not drawn)
→ -6%	-2%	nt	nt	-5	nt
> COc1ccc(C2=NN(C(=O)CN3CCCCC3)C(c3ccc(OC)cc3)C2)cc1 (stereo not drawn)
→ 7%	4%	65%[activator]	4%	-3	-15%
> CCOC(=O)N1CCc2c(sc(NCc3ccc(OCC)cc3)c2C(=O)Nc2ccc(OC)cc2OC)C1
→ -26%	9%	nt	nt	-80*	nt
> N#CCCN(C(=O)COC(=O)CCc1c[nH]c2ccccc12)c1ccc(F)cc1
→ 8%	8%	40%	nt	30	10%
> CN(CCO)C(=O)c1c(NC(=O)c2ccccc2)sc2c1CCCC2
→ -14%	-19%	-16%	5%	2	-3%
> COc1ccc(CNC(=O)CSc2nc3c(oc4ccccc43)c(=O)n2CC2CCCO2)cc1 (stereo not drawn)
→ 5%	?	-13%	nt	-2	15%
> Cc1cc(N2C(=O)c3ccc(C(=O)Nc4ccc(CC(=O)O)cc4)cc3C2=O)no1
→ 6%	?	0%	10%	45	22%
> Cc1cnc(NC(=O)c2ccc(-c3nc4ccccc4s3)o2)s1
→ -6%	-13%	51%	4%	149	-3%
> CCc1[nH]c(=S)c(C#N)c(-c2ccccc2)c1C(=O)OC
→ -4%	-4%	16µM*	?	-20	7%
> O=C(c1ccc(CSc2ccccc2)cc1)N1CCN(c2ccccc2)CC1
→ 17%	?	0%	1%	18	-2%
> CN(CC(=O)Nc1cccc(F)c1)CC(=O)Nc1ccccc1Oc1ccccc1
→ 8%	2%	55%	?	44	-29%
> COc1cc2c(cc1OC)CN(C(=O)C1CCCN1S(=O)(=O)c1ccc(F)cc1)CC2 (stereo not drawn)
→ -1%	-3%	32%	nt	-21	13%
> CCC1(c2ccccc2)NC(=O)N(CC(=O)N2CC(=O)Nc3ccccc32)C1=O (stereo not drawn)
→ 1%	0%	-40%	nt	1	33%[activator]
> CCc1ccc(NC(=O)CNCc2ccc(OC)c(OC)c2)cc1
→ -6%	-3%	3%	-28%	-5	-13%
> O=C(O)Cc1csc(NC(=O)CSc2cccc(C(=O)O)n2)n1
→ -3%	-5%	-14%	-25%	-17	12%
> OCC1(CCOc2ccccc2)CCN(Cc2cc(Cl)ccc2O)CC1
→ -2%	1%	53%	3%	-8	13%
> O=C(CCc1nc2ccccc2[nH]1)Nc1ccc(F)cc1
→ -14%	-1%	0%	-1%	-29	-3%
> Cc1cc(OCCCC(=O)NCCc2ccccn2)ccc1Cl
→ -6%	-3%	45%	-3%	22	-11%
> Cc1cc(C)c2[nH]c(=O)c(C(c3nnnn3C(C)(C)C)N(Cc3ccco3)CC3CCCO3)cc2c1 (stereo not drawn)
→ 45µM*	0%	50%	?	16	-8%
> O=C(NC1CCCCC1)C(c1ccc(F)cc1)N(CCCN1CCOCC1)C(=O)c1ccc(CN2CCOCC2)o1 (stereo not drawn)
→ -36%	1%	155%[activator]	-10%	14	-9%
> CCCCCCNCC1OCc2ccccc2CO1
→ 9%	-9%	-14%	8%	-31	?
> CCOC(=O)N1CCN(c2nc3c(c(=O)[nH]c(=O)n3C)n2Cc2ccccc2Cl)CC1
→ 4%	?	8%	5%	nt	nt
> Cc1ccc(C)c(/C(O)=C2\C(=O)C(=O)N(Cc3cccnc3)C2c2cccnc2)c1 (stereo not drawn)
→ ?	-1%	-3%	-12%	-21	10%
> Cc1ccc2c(C)c(C(=O)Nc3ccc(S(N)(=O)=O)cc3)oc2c1C
→ nt	2%	-35%	0%	?	?
> O=C(Nc1ccccc1C(=O)O)c1ccc(CN2C(=O)c3ccccc3C2=O)cc1
→ 6%	-5%	-13%	?	-21	7%
> Cc1ccc(C)c(-c2csc(Nc3ncccn3)n2)c1
→ -7%	-6%	-5%	11%	-34	3%
> COc1ccc(CN2CCCC(C(=O)N3CCc4ccccc4C3)C2)cc1OC (stereo not drawn)
→ -10%	?	-2%	?	?	-9%
> Cc1nn(-c2ccccc2)c(N2CCCC2)c1/C=N/NC(=S)Nc1cc(C(F)(F)F)ccc1Cl
→ -6%	2%	-48%	-1%	-10	?
> O=C(/C=C/c1ccco1)NC(=S)Nc1ccc(O)c(-c2nc3ccccc3s2)c1
→ -19%	-2%	-56%	1%	?	?
> O=C1CC(c2ccccc2)CC(O)=C1C=NC1CCCCC1 (stereo not drawn)
→ 0%	-6%	2%	2%	18	nt
> Cc1nnsc1S(=O)(=O)Cc1ccccc1Cl
→ -2%	-5%	-21%	0%	9	10%
> Cc1ccc(S(=O)(=O)c2cn(Cc3cccc(F)c3)c3cc(N4CCCC4)c(F)cc3c2=O)cc1
→ 5%	10%	nt	nt	7	nt
